Source: PubChem (several laboratories)
SR-BI uptake up: SR-BI HDL lipid transfer activation; CHO ldlA[mSR-BI] cells, DiI-HDL uptake fluorescence, 3 h; 100 = double the neutral-control signal; activation, % at 12.5 µM; 320,000 tested, 0.096% active; AID 504775;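 active = mean replicate activation of at least 60% and every replicate at or above 60%; inconclusive = mean or all-replicate condition met, but not both; inactive = mean below 60% and not all replicates reaching 60%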;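 note: 0% = median plate neutral-control signal and 100% = twice that signal; values of inactives mirror those of a sister screen read the other way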
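system = CHO ldlA[mSR-BI] cells, LDL receptor-null, SR-BI overexpressing | medium = Ham's F12 with 0.5% BSA, HEPES 25 mM, pH 7.4 | probe or stimulus = DiI-HDL 10 µg/mL | compound dosing = single-point compound dose | incubation = compound exposure 3 h, 37 °C | technique = DiI fluorescence, bottom read | read-out = cell-associated DiI fluorescence as measure of HDL uptake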
cardiac RTF act: increases calcium sensitivity of human cardiac regulated thin filaments; P19429+P45379; IANBD-labeled TnC RTF fluorescence at EC20 calcium; 0% EC20 calcium, 100% full calcium; activation, % at 7.2 µM; 340,000 tested, 0.24% active;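 active = activation above the mean over all tested compounds plus 3 SD, cut at about 30% in these data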;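 note: rise in fluorescence read as greater calcium sensitivity of cardiac thin filaments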
dFosB activator: mouse delta FosB homodimer activation; purified delta FosB, TAMRA-CDK5 oligo fluorescence polarization; percent of positive-control signal above neutral wells; activation, % at 25 µM; 340,000 tested, 0.99% active;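 active = mean activation above about 17%, with every replicate also reaching it, limit read from the data, passing the limit was not always enough; inconclusive = only one of the two conditions met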;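 note: fluorescence polarization rise as delta FosB binds a TAMRA Cdk5 AP-1 oligo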
HTR5A ag: HTR5A agonism, opioid heterodimer counter-screen | AID 504692 | activation, % at 9.3 µM | P47898 | 340,000 tested, 0.61% active | HTR5A agonist assay, luminescence, cell-based; in the data active = activation mostly above about 9.5%, no sharp cut-off; inactive = mostly below about 7.6%;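 note: 0% = cells with vehicle only and 100% = reference agonist; strong numbers were not always called active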
PvdQ acylase: P. aeruginosa PvdQ acylase inhibition; AID 488965; 340,000 tested, 0.063% active; purified PvdQ acylase, fluorescence plate reader; inhibition, % at 10 µM; in the data active = inhibition above about 30%, passing the limit was not always enough; inconclusive = no clear call, values can overlap the other calls;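 note: 0% = vehicle neutral wells and 100% = reference inhibitor wells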
CDK5 p35 inh: inhibitors of human CDK5/p35 kinase; 330,000 tested, 0.01% active; inhibition, % at 10 µM; Recombinant CDK5/p35, ADP-Glo luminescence, 60 min; AID 488839;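 active = highest replicate inhibition of at least 50% and at least 75% of replicates reaching 50%; inconclusive = only one of the two criteria met; inactive = both criteria failed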;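 note: plate controls were DMSO neutral control for no effect and GW8510 at 10 µM for full effect; many of its hits are not listed in these tables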
Target sequence (Q00535 whole entry, looked up): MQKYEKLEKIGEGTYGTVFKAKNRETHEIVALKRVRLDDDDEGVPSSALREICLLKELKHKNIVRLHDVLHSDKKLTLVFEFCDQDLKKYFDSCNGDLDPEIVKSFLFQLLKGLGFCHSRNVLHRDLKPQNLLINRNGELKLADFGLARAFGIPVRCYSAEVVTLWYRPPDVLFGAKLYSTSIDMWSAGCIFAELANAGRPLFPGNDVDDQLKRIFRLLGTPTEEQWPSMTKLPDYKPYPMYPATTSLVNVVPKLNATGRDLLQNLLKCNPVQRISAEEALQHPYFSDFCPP
Target sequence (Q15078 whole entry, looked up): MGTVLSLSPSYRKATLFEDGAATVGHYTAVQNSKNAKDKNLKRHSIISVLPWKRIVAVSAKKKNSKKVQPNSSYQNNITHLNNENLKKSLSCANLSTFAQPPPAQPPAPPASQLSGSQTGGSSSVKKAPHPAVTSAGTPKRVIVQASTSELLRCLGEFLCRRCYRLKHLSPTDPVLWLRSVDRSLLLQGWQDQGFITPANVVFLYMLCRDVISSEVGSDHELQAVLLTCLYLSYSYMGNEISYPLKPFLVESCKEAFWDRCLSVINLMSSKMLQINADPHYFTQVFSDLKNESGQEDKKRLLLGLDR
SR-BI DiI inh: inhibitors of mouse SR-BI mediated HDL lipid uptake; ldlA[mSR-BI] CHO cells, DiI-HDL uptake fluorescence, 3 h; inhibition, % at 12.5 µM; 320,000 tested, 0.96% active;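 active = mean replicate inhibition of at least 70% and a set share of replicates each scoring 70 or more; inconclusive = meets just one of the two criteria; inactive = fails both criteria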;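 note: 0% = median of neutral control wells and 100% = median of positive control wells; values of inactives mirror those of a sister screen read the other way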
Wnt act: activators of Wnt/beta-catenin signaling; Wnt/beta-catenin reporter cell assay, activator, plate reader; activation, % at 9.35 µM; 300,000 tested, 1.2% active; AID 743398; in the data active = activation above about 30%, passing the limit was not always enough; inconclusive = no clear call, values can overlap the other calls;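 note: 0% = neutral control wells and 100% = positive control wells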
Rtt109 HAT inh: C. albicans Rtt109 histone acetyltransferase inhibition | Q5AAJ8 | purified Rtt109/Vps75, ThioGlo CoA-SH fluorescence, 4 h | 330,000 tested, 0.16% active | inhibition, % at 34.9 µM;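 active = inhibition of at least 50% in every replicate; inconclusive = best replicate reaches 50% inhibition but some replicates fall short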
Target sequence (Q5AAJ8 whole entry, looked up): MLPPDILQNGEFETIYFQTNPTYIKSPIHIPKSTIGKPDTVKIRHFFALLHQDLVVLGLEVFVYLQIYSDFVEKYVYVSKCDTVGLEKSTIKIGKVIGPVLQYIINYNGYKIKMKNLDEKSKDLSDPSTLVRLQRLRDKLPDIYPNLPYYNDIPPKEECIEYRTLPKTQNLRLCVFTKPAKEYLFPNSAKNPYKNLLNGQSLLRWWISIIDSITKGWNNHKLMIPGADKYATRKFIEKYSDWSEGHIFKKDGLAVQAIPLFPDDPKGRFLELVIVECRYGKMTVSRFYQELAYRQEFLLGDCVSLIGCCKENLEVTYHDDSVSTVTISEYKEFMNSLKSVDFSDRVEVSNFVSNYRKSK
MITF act: activators of MITF-driven TRPM1 promoter activity in SK-MEL-5 cells | SK-MEL-5 TRPM1-promoter luciferase, 24 h; % of positive control, neutral wells = 0 | activation, % at 12.5 µM | 300,000 tested, 0.75% active;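 active = mean activation of at least 80% with every replicate also reaching 80%; inconclusive = mean reaches 80% but some replicate falls short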;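 note: 0% = neutral control wells and 100% = parthenolide positive control wells; values of inactives mirror those of a sister screen read the other way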
Active calls of the source: *; ? = inconclusive; . = not tested or not shown.

SMILES	SR-BI uptake up	cardiac RTF act	dFosB activator	HTR5A ag	PvdQ acylase	CDK5 p35 inh	SR-BI DiI inh	Wnt act	Rtt109 HAT inh	MITF act
O=C(COc1ccccc1F)Nc1ccc(S(=O)(=O)NCc2ccco2)cc1	18.0	-1.8	-10.4	-6.2	-22.3	0.3	-18.0	.	1.0	1.4
CC(c1ccccc1)N1C(=O)c2ccc(C(=O)Nc3ccc(Br)cc3C(=O)O)cc2C1=O (configuration not stated)	5.5	-5.7	-2.3	-0.8	2.5	-0.4	-5.5	1.2	-5.6	5.4
Cc1ccc(NC(=O)C2C3C=CC(O3)C2C(=O)O)cc1C (configuration not stated)	1.0	-0.5	0.2	2.5	-8.4	1.2	-1.0	-1.1	6.1	.
CCCCc1c(C)[nH]c(=S)[nH]c1=O	19.5	-4.8	-0.1	1.6	-15.0	0.8	-19.5	-0.7	-0.5	4.2
CCOc1ccc(NC(=O)NCc2cccnc2)cc1	19.2	-3.0	-6.5	-7.7	-8.6	1.2	-19.2	-1.0	-4.2	-2.6
COC(=O)C(C)Oc1ccc2c(c1)O/C(=C\c1cccc(Br)c1)C2=O (configuration not stated)	.	-4.8	-0.8	2.5	10.2	-0.9	.	-0.1	3.4	7.8
O=C(NCCCN1CCCC1=O)Nc1ccc([N+](=O)[O-])cc1	7.9	1.5	-3.7	0.2	-10.6	-0.1	-7.9	1.9	-1.9	18.0
CCn1nc(C(=O)NNC(=O)c2ccccc2OCc2c(C)noc2C)c2ccccc2c1=O	-14.8	-2.7	-9.9	-3.9	0.9	1.1	14.8	1.0	9.1	10.3
CNc1nc(SCC(=O)OC)nc(N2CCOCC2)n1	10.7	3.0	-2.5	1.8	-2.6	-0.2	-10.7	.	-4.5	.
O=C(/C=C/c1ccccc1)NC(=S)Nc1ccccc1O	11.3	2.8	4.3	2.5	-8.6	1.0	-11.3	6.8	-1.7	26.3
Cc1ccc(NC(=O)N2CCCC2C(=O)Nc2c(C)cc(C)cc2C)cc1 (configuration not stated)	.	-5.5	-8.1	1.3	-14.8	-0.8	.	-1.5	2.2	9.8
O=C(NC1CCCCCC1)C1CCN(S(=O)(=O)c2ccccc2)CC1	-5.2	-2.2	-4.1	1.1	1.5	1.6	5.2	-5.7	-10.1	.
COc1ccc(S(=O)(=O)N(CC(=O)Nc2ccccc2C(=O)N2CCOCC2)c2ccc(F)cc2)cc1	15.7	-5.6	-7.1	-1.5	-12.4	-0.2	-15.7	0.3	9.4	2.6
O=c1oc(-c2cccs2)nc2sc3c(c12)CCC3	-6.2	-0.6	-3.7	-1.8	-2.4	0.1	6.2	.	3.9	9.5
Cc1c(Cl)c(C(=O)NC2CCCC2)nn1C	14.3	3.1	10.2	4.2	-13.2	-0.3	-14.3	-0.8	0.3	.
O=C(/C=C/c1ccc(F)cc1)Nc1cc(S(=O)(=O)N2CCOCC2)ccc1N1CCCC1	0.0	-2.4	-9.6	3.5	-15.1	-0.4	0.0	-4.2	4.1	6.8
CCCc1nc(SC2CCCC2)c2c(=O)n(C)c(=O)n(C)c2n1	-14.1	-4.9	-4.4	0.1	-5.3	0.8	14.1	-3.9	1.6	.
CCOC(=O)CNc1nc(Cl)nc(Nc2ccc(OC)cc2OC)n1	-28.0	-3.6	-2.7	0.2	-7.1	-3.5	28.0	-1.5	-4.2	.
O=C(/C=C/c1ccncc1)c1ccc2c(c1)OCCO2	21.6	-3.7	-2.5	-0.9	3.7	0.8	-21.6	-0.9	17.7	2.2
CC12CN3CC(C)(CN(C1)C3c1ccc3ccccc3c1O)C2=O (configuration not stated)	22.6	-3.4	-1.0	3.4	-18.9	-1.3	-22.6	.	15.6	-4.9
COC(=O)c1ccc(COC(=O)c2ccc(-n3cnnn3)cc2)o1	10.3	-1.7	-6.8	-2.2	0.7	-1.7	-10.3	-7.0	-6.8	.
CC(C)(C)OC(=O)CNC(=O)c1nc[nH]c1C(=O)N1CCN(C(=O)OC(C)(C)C)CC1	8.3	3.0	1.7	1.6	-23.1	-2.4	-8.3	-4.7	4.1	-2.6
COc1ccc(N2C(=O)N[C@@H](Cc3ccccc3)C2=O)cc1OC	23.5	-3.5	-3.5	-0.1	-11.6	-1.3	-23.5	-0.1	-4.2	0.3
COc1ccccc1NC(=O)COC(=O)C1CC1	16.0	6.8	1.0	-1.9	-14.3	0.4	-16.0	0.4	1.1	-1.8
O=S(=O)(Nc1ccc2nc(-c3ccco3)[nH]c2c1)c1ccccc1	9.8	1.8	4.0	1.6	-12.7	5.5	-9.8	37.5*	14.4	40.9
SMILES	SR-BI uptake up	cardiac RTF act	dFosB activator	HTR5A ag	PvdQ acylase	CDK5 p35 inh	SR-BI DiI inh	Wnt act	Rtt109 HAT inh	MITF act
CCOC(=O)C1CCN(C(=O)c2cccc(NC(=O)C(CC)CC)c2)CC1	11.4	3.4	-9.0	-1.5	-11.1	-0.8	-11.4	.	-7.8	1.2
COc1ccc(C(=O)Nc2ccc(O)c3ccccc23)cc1OC	-26.5	2.5	-2.0	6.3	-5.2	-3.4	26.5	3.0	0.0	.
C=CCOc1ccc(/C=C2\SC(N)=NC2=O)cc1OC	-21.2	-4.2	8.9	4.8	-14.0	-0.5	21.2	-0.1	5.3	4.9
CC(C)(O)c1[nH]c2cc(C(F)(F)F)ccc2c1C(C)(C)O	-21.8	-3.8	5.5	14.8	-10.2	-1.0	21.8	-13.5	1.2	0.0
S=C(c1ccc(Br)cc1)N1CCCC1	-0.8	-4.2	-0.3	-5.6	-12.7	0.5	0.8	-1.2	0.4	-7.1
COC(=O)c1ccc(CN2CCC(Oc3cccc(C(=O)N4CCOCC4)c3)CC2)cc1	.	-4.1	3.2	-0.1	4.8	-0.3	-11.2	-0.7	-3.0	-15.0
CCC(C)(C)NC(=O)C(c1ccc(F)cc1)N(Cc1ccco1)C(=O)c1cnccn1 (configuration not stated)	10.9	19.4	-10.0	-0.3	-0.5	-0.2	-10.9	.	-2.8	3.0
Cc1cc(C)nc(Nc2cccc3ccccc23)n1	25.2	4.4	3.9	-0.4	-1.1	-1.3	-25.2	1.5	-10.9	.
CC1N(C)c2cc(NC(=O)c3ccco3)c(P(=O)(Nc3ccc([N+](=O)[O-])cc3)N3CCOCC3)cc2C1(C)C (configuration not stated)	-10.3	-0.5	?	-4.3	4.0	-1.4	10.3	-1.5	15.3	3.3
O=C(Nc1ccc(OC(F)F)cc1)c1cc[n+]([O-])cc1	.	2.8	0.2	-1.3	-10.0	-1.0	.	-0.2	-6.4	-1.7
CCSCCOC(=O)C1=C(C)NC(=O)NC1c1ccccc1 (configuration not stated)	6.8	-2.3	2.7	-1.8	6.5	-0.8	-6.8	-1.1	-8.5	-4.0
COc1cc(C(c2c(C)[nH][nH]c2=O)c2c(C)[nH][nH]c2=O)cc(OC)c1OC	7.6	3.0	-4.0	-3.1	-13.5	0.9	-7.6	-2.2	-16.5	-12.8
Cc1ccc(C(=O)NCC(=O)N(C)CC(=O)Nc2ccccc2Br)s1	29.0	-1.2	-5.7	-4.6	8.0	0.5	-29.0	5.4	14.6	-4.6
CC(C)(C)c1csc(NNC(=O)c2ccc(Cl)cc2)n1	-23.5	.	-1.2	.	-10.4	-2.6	23.5	6.3	-5.6	.
O=S(=O)(c1c(F)cccc1F)N1CCCC2CCCCC21 (configuration not stated)	-9.2	-4.6	-5.3	3.8	-13.7	-0.9	9.2	0.3	1.3	-5.2
Cc1nc(NCC(c2ccccc2)N(C)C)c2c(C)c(C)sc2n1 (configuration not stated)	.	1.0	1.2	4.8	-13.3	-1.6	.	-1.3	17.5	.
Cc1nnc(N=c2ssnc2Cl)o1	21.1	-4.3	-5.0	-3.7	13.3	-0.6	-21.1	3.0	8.1	-52.1
CN(CCCCCCCCCCN(C)C(=O)Oc1cccc([N+](C)(C)C)c1)C(=O)Oc1cccc([N+](C)(C)C)c1	9.9	5.2	-6.6	-1.5	-3.6	0.3	-9.9	1.1	-4.5	-7.0
O=C(NCc1cccnc1)c1ccccc1NS(=O)(=O)c1ccccc1	13.3	-3.6	-1.6	-1.3	-1.3	0.9	-13.3	2.9	-2.3	-6.8
Cc1ccccc1C(=O)NC(=S)Nc1ccc(Oc2ccc(Cl)cc2)cc1	8.0	-0.3	6.2	-1.9	5.1	1.7	-8.0	.	-2.7	5.6
CNc1nc(Sc2ccc(C)cc2)cc(C(F)(F)F)n1	.	0.8	-2.8	-2.8	6.0	0.3	.	1.7	5.7	.
CCOC(=O)NN1C(=O)c2ccccc2NC1c1ccc(N(C)C)cc1 (configuration not stated)	-1.4	0.9	1.6	1.2	-10.2	-0.3	1.4	3.5	0.4	5.6
CN(C)CCCOc1cccc(Oc2ccccc2)c1	24.3	4.1	3.9	0.9	4.8	0.4	-24.3	-2.7	-4.5	-1.3
COC(=O)c1ccc(C)c(NC(=O)CCc2cc(OC)c(OC)c(OC)c2)c1	-15.8	6.1	1.6	1.7	-11.7	0.4	15.8	-4.0	-2.9	-8.5
OC(C#CCN1CCCC1)(c1ccccc1)c1cccc(F)c1 (configuration not stated)	22.4	10.3	-0.2	0.4	11.5	-1.0	-22.4	.	2.1	2.8
SMILES	SR-BI uptake up	cardiac RTF act	dFosB activator	HTR5A ag	PvdQ acylase	CDK5 p35 inh	SR-BI DiI inh	Wnt act	Rtt109 HAT inh	MITF act
O=C(NCCc1ccc(Cl)cc1)c1ccc2nc(N3CCOCC3)sc2c1	-18.7	2.4	-10.7	6.7	0.2	0.6	18.7	0.0	2.0	-2.8
O=C1CC(c2cccnc2)c2cc3c(cc2N1)OCO3 (configuration not stated)	5.3	4.2	-1.9	-3.4	-16.1	0.5	-5.3	1.1	7.7	-2.0
CCCNC(=O)c1onc(CS(=O)(=O)c2cccc(OC)c2)c1C(=O)NCCC	6.3	2.5	-2.8	1.7	-7.3	2.3	-6.3	-1.5	-0.2	7.2
CCOc1ccc(S(=O)(=O)N2CCC(C(=O)NCc3ccncc3)CC2)cc1	11.7	0.2	-4.2	1.6	-6.2	2.7	-11.7	-1.6	1.7	-8.0
CC(C)C(=O)NC(c1ccco1)c1ccc2cccnc2c1O (configuration not stated)	19.2	-3.4	-11.0	-3.0	-11.3	-0.2	-19.2	.	-5.1	-74.0
COc1ccccc1C1/C(=C(/O)c2ccccc2)C(=O)C(=O)N1CCO (configuration not stated)	5.1	-3.2	-0.7	2.0	-8.9	-2.5	-5.1	.	4.4	-1.1
CN(c1ccc([N+](=O)[O-])cc1/C=N/NC(=O)COc1ccccc1)C1CCCCC1	-68.0	-14.3	-17.8	1.8	-10.0	-1.4	68.0	-1.8	-4.1	4.4
Cc1sc2nc(CSCC(=O)N(C)c3ccccc3)[nH]c(=O)c2c1C	-5.6	4.6	-17.8	-0.1	-5.3	-1.8	5.6	-0.8	-3.5	-2.1
